HTRA1 inhibitor – inhibitors of human serine peptidase HTRA1 | recombinant HTRA1, FP-rhodamine activity-based probe, fluorescence polarization | inhibition, % at 5.96 µM | 340,000 tested, 0.5% active; in the data active = inhibition above about 36%;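 also: 0% = enzyme with DMSO and 100% = wells lacking enzyme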
Target sequence (Q92743 whole entry, looked up): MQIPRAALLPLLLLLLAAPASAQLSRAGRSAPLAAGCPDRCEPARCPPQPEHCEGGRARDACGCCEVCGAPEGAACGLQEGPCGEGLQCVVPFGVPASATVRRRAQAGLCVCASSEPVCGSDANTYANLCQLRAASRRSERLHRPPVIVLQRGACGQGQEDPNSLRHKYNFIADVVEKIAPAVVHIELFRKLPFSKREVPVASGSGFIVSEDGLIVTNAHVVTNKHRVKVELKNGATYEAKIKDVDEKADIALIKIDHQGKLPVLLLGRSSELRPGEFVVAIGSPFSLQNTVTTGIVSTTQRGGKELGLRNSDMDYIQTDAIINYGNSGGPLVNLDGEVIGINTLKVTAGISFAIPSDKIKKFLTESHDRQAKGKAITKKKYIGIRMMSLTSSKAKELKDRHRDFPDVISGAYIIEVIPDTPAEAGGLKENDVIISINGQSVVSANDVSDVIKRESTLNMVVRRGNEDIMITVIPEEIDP
PG9 binder – binds the HIV-1 gp120 antibody PG9. inhibition, % at 6.7 µM. TR-FRET gp120-PG9 antibody binding. AID 624416. 360,000 tested, 0.43% active; in the data active = inhibition above about 8.5%
SIAE inh – inhibitors of human sialic acid acetylesterase SIAE. Q9HAT2. SIAE FP-Rh probe binding, fluorescence polarization. inhibition, % at 9.66 µM. 370,000 tested, 0.69% active. AID 1053197;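 active = inhibition above a cutoff: mean of compounds within the control limits plus 3 SD of those, cut at about 17% in these data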;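 also: 0% = plate median of compound wells and 100% = probe without SIAE protein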
LEDGF integ inh – blocks HIV-1 LEDGF/p75-dependent DNA integration; TR-FRET IN-LEDGF/p75 DNA integration, Eu/Cy5; inhibition, % at 3.7 µM; 370,000 tested, 0.64% active;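 active = inhibition above the screen-wide mean plus 3 SD, cut at about 13% in these data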;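 also: signal is the Cy5 over europium emission ratio at 671 and 618 nm; 0% = plate median of compound wells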
DDE Tn7 FP inh – inhibitors of Tn7 peptide binding to human fibrin DD(E). P02675. FP displacement of FITC-Tn7 peptide from fibrin DD(E); 0% = median of compound wells per plate. inhibition, % at 8.3 µM. 370,000 tested, 0.13% active. AID 720508;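 active = inhibition above the mean of compounds falling within the control limits plus 3 SD of them, cut at about 14% in these data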;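 also: 0% = plate median of compound wells and 100% = 10 µM Aha-Tn7 peptide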
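Assay system: Human clot-derived fibrin DD(E) complex | Buffer or medium: Tris/NaCl/CaCl2 buffer, pH 7.8 | Repeats: One replicate per compound | Benchmarks: Aha-Tn7 high control | Measure: % inhibition scaled between sample-field median and high-control FP | Schedule: 10 min plus 3 h, room temperature | Signal: Fluorescence polarization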
mABHD4 FP – ABHD4 (mouse) inhibition, primary FP screen | Q8VD66 | purified mABHD4, FP-Rh probe fluorescence polarization | inhibition, % at 8.92 µM | 370,000 tested, 0.54% active;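 active = inhibition exceeding the mean over every tested compound plus 3 SD, cut at about 30% in these data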;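 also: 0% = plate median of compound wells and 100% = S159A mutant with DMSO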
Target sequence (Q8VD66 whole entry, looked up): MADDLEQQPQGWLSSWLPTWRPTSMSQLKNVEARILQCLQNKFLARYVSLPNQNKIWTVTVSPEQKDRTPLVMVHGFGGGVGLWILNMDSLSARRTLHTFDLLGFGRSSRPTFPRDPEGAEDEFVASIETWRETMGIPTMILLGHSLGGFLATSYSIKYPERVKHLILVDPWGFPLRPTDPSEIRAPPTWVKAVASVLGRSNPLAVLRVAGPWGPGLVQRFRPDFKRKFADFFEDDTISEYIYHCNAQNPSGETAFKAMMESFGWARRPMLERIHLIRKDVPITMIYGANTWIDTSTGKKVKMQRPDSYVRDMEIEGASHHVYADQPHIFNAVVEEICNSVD
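system = mouse ABHD4 enzyme, wild type | medium = HEPES pH 7.0, NaCl, Pluronic buffer | also added = FP-Rh probe | incubation = Enzyme–compound pre-incubation 45 min, then probe 60 min, both 25 °C | technique = fluorescence polarization, excitation 525 nm, emission 598 nm, BODIPY TMR filters | controls = S159A mutant high control, sample median low control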
TDP2 absorb – blocks human TDP2 phosphodiesterase activity | O95551 | recombinant TDP2, T5PNP hydrolysis, p-nitrophenol absorbance 415 nm | inhibition, % at 12.8 µM | 370,000 tested, 0.34% active | AID 720702;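 active = inhibition above the mean of all tested compounds plus 3 SD, set per campaign, cut at about 25% in these data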;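 also: 0% = DMSO with enzyme and 100% = buffer with substrate but no TDP2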
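Material: recombinant human TDP2; quantity: TDP2 enzyme at 120 nM final; medium: Tris-HCl pH 7.5 with MgCl2; compound: single concentration, 12.8 µM nominal, with 1% DMSO; incubation: 2 h enzyme incubation at 37 °C; signal: epi absorbance; measure: percent inhibition; benchmarks: high control without enzyme, low control DMSO plus TDP2; repeats: singlicate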
UHRF1 MBD2 ctr – blocks human UHRF1 binding to methylated DNA; 370,000 tested, 0.75% active; inhibition, % at 4.4 µM; UHRF1 binding to methylated oligo, TR-FRET; AID 687016; Q96T88; in the data active = inhibition above about 21%;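 also: UHRF1 SRA domain binding a hemimethylated CpG hairpin DNA probe; 0% = median of test compound wells and 100% = reference inhibitor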
PRMT1 FP inh – inhibitors of human PRMT1; Q99873; recombinant PRMT1, activity-based probe fluorescence polarization; inhibition, % at 2.79 µM; 370,000 tested, 1.3% active;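 active = inhibition above about 21% made by adding two undisclosed values, limit read from the data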
TCR CD3 inh – blocks the human TCR-CD3 interaction. TAMRA-labeled TCR probe fluorescence, biochemical. inhibition, % at 9.4 µM. 360,000 tested, 0.37% active; in the data active = inhibition above about 19%;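 also: recombinant mutant TCR 2C K166C tagged with TAMRA read by polarization; 0% = receptor in buffer alone and 100% = receptor with positive control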
* marks the source's active call; other numbers are inactive results. Compounds as they come; any-hit rate near 4.2%.

Results for CSc1ccccc1NC(=O)Cn1c([N+](=O)[O-])cnc1C ?
HTRA1 inhibitor: 2; PG9 binder: -1.1; SIAE inh: -2; LEDGF integ inh: -1; DDE Tn7 FP inh: 2; mABHD4 FP: 3; TDP2 absorb: 10; UHRF1 MBD2 ctr: 1; PRMT1 FP inh: -2; TCR CD3 inh: 9

How did CCOc1cc(N2CCOCC2)c(OCC)cc1NC(=O)COC(=O)c1ccccc1C do in these assays?
HTRA1 inhibitor: 2; PG9 binder: 0.8; SIAE inh: -1; LEDGF integ inh: 2; DDE Tn7 FP inh: -8; mABHD4 FP: -10; TDP2 absorb: -20; UHRF1 MBD2 ctr: 16; PRMT1 FP inh: 5; TCR CD3 inh: -9

How did COc1ccc(C(=O)c2c[nH]cc2-c2ccccc2)cc1 do in these assays?
HTRA1 inhibitor: -1; PG9 binder: 1.6; SIAE inh: 1; LEDGF integ inh: -2; DDE Tn7 FP inh: 1; mABHD4 FP: -1; TDP2 absorb: 6; UHRF1 MBD2 ctr: 1; PRMT1 FP inh: 0; TCR CD3 inh: 4

Results for CCOC(=O)C1CCCN(CCC(=O)Nc2cccc(F)c2)C1 (centres undefined) ?
HTRA1 inhibitor: -4; PG9 binder: -1.4; SIAE inh: -3; LEDGF integ inh: -6; DDE Tn7 FP inh: 4; mABHD4 FP: 1; TDP2 absorb: -2; UHRF1 MBD2 ctr: -1; PRMT1 FP inh: 3; TCR CD3 inh: 6

How did O=C(c1ccc2c(=O)n3c(nc2c1)CCCCC3)N1CCN(c2ccccc2F)CC1 do in these assays?
HTRA1 inhibitor: 0; PG9 binder: -1.5; SIAE inh: 2; LEDGF integ inh: -2; DDE Tn7 FP inh: 4; mABHD4 FP: -4; TDP2 absorb: 1; UHRF1 MBD2 ctr: 0; PRMT1 FP inh: 2; TCR CD3 inh: 5

What do the screens show for `Cc1ccc(NN2C(=O)C=C(c3ccc(Cl)cc3)C2=O)cc1`?
HTRA1 inhibitor: -16; PG9 binder: -0.7; SIAE inh: 1; LEDGF integ inh: -2; DDE Tn7 FP inh: -6; mABHD4 FP: 7; TDP2 absorb: -5; UHRF1 MBD2 ctr: -1; PRMT1 FP inh: 7; TCR CD3 inh: -3

How did COc1ccccc1C(=O)COC(=O)CNS(=O)(=O)c1ccc(C)c(C)c1 do in these assays?
HTRA1 inhibitor: -8; PG9 binder: 0.6; SIAE inh: 3; LEDGF integ inh: -10; DDE Tn7 FP inh: 2; mABHD4 FP: -1; TDP2 absorb: -13; UHRF1 MBD2 ctr: 1; PRMT1 FP inh: 6; TCR CD3 inh: -2

What do the screens show for `CC(C)C(c1nnnn1C1CCCCC1)N1CCCc2ccccc21` (centres undefined)?
HTRA1 inhibitor: -2; PG9 binder: 1.6; SIAE inh: 5; LEDGF integ inh: 0; DDE Tn7 FP inh: -7; mABHD4 FP: 4; TDP2 absorb: 4; UHRF1 MBD2 ctr: 0; PRMT1 FP inh: 0; TCR CD3 inh: 0

What do the screens show for `CCOc1ccccc1NC(=O)CN(C)S(=O)(=O)c1ccc2[nH]c(=O)oc2c1`?
HTRA1 inhibitor: 0; PG9 binder: -1.8; SIAE inh: -6; LEDGF integ inh: -1; DDE Tn7 FP inh: 4; mABHD4 FP: 0; TDP2 absorb: -8; UHRF1 MBD2 ctr: 0; PRMT1 FP inh: 1; TCR CD3 inh: 7

How did CCOc1ccccc1OCCCCOc1ccccc1F do in these assays?
HTRA1 inhibitor: -7; PG9 binder: -0.7; SIAE inh: -6; LEDGF integ inh: -6; DDE Tn7 FP inh: 4; mABHD4 FP: -13; TDP2 absorb: -11; UHRF1 MBD2 ctr: 5; PRMT1 FP inh: 5; TCR CD3 inh: -12

Results for Cn1cnc(S(=O)(=O)NCc2ccccc2)c1 ?
HTRA1 inhibitor: 10; PG9 binder: -2.2; SIAE inh: -3; LEDGF integ inh: 4; DDE Tn7 FP inh: -12; mABHD4 FP: -6; TDP2 absorb: -8; UHRF1 MBD2 ctr: -3; PRMT1 FP inh: 0; TCR CD3 inh: 6

Results for COc1ccc(S(=O)(=O)N2CCN(C(=O)c3cc(C)oc3C)CC2)cc1 ?
HTRA1 inhibitor: 10; PG9 binder: -2.1; SIAE inh: 1; LEDGF integ inh: -2; DDE Tn7 FP inh: -4; mABHD4 FP: 2; TDP2 absorb: 2; UHRF1 MBD2 ctr: 0; PRMT1 FP inh: -2; TCR CD3 inh: -1

How did O=C(CN1CCN(S(=O)(=O)c2ccc(F)cc2)CC1)Nc1ccc(Cl)cn1 do in these assays?
HTRA1 inhibitor: -5; PG9 binder: 0.7; SIAE inh: -4; LEDGF integ inh: -2; DDE Tn7 FP inh: -4; mABHD4 FP: -2; TDP2 absorb: -7; UHRF1 MBD2 ctr: 1; PRMT1 FP inh: 4; TCR CD3 inh: -7

How did CC(=O)c1ccc(NC(=O)C2CCCN(S(=O)(=O)c3c(C)[nH]c(=O)[nH]c3=O)C2)cc1 (centres undefined) do in these assays?
HTRA1 inhibitor: -2; PG9 binder: -1.4; SIAE inh: 2; LEDGF integ inh: -4; DDE Tn7 FP inh: 5; mABHD4 FP: -5; TDP2 absorb: 0; UHRF1 MBD2 ctr: -2; PRMT1 FP inh: -2; TCR CD3 inh: 5

What do the screens show for `Cc1cc(F)c(F)c(C(=O)N2C(C)CCCC2C)c1Cl` (centres undefined)?
HTRA1 inhibitor: -1; PG9 binder: -2.8; SIAE inh: 12; LEDGF integ inh: 2; DDE Tn7 FP inh: -10; mABHD4 FP: 7; TDP2 absorb: -3; UHRF1 MBD2 ctr: -1; PRMT1 FP inh: -5; TCR CD3 inh: 1

What do the screens show for `Cc1ccc(C)c(NC(=O)CN2C(=O)CC(C)S(=O)(=O)c3ccccc32)c1` (centres undefined)?
HTRA1 inhibitor: -2; PG9 binder: -2.8; SIAE inh: 12; LEDGF integ inh: 1; DDE Tn7 FP inh: 3; mABHD4 FP: 3; TDP2 absorb: 7; UHRF1 MBD2 ctr: 1; PRMT1 FP inh: 0; TCR CD3 inh: 5

How did O=C(COC(=O)c1cncc(Br)c1)Nc1ccc(N2CCCCC2)cc1 do in these assays?
HTRA1 inhibitor: 3; PG9 binder: -1.6; SIAE inh: -1; LEDGF integ inh: 0; DDE Tn7 FP inh: 1; mABHD4 FP: 13; TDP2 absorb: 0; UHRF1 MBD2 ctr: -1; PRMT1 FP inh: 4; TCR CD3 inh: 2

What do the screens show for `COc1ccccc1NC(=O)C(=O)N1CCCC1`?
HTRA1 inhibitor: 3; PG9 binder: -0.8; SIAE inh: -1; LEDGF integ inh: 1; DDE Tn7 FP inh: -6; mABHD4 FP: -7; TDP2 absorb: 8; UHRF1 MBD2 ctr: -1; PRMT1 FP inh: -4; TCR CD3 inh: 8

What do the screens show for `Nn1c(SCC(=O)NC(=O)Nc2ccc3c(c2)OCCO3)nnc1C1CC1`?
HTRA1 inhibitor: -1; PG9 binder: -2.1; SIAE inh: 7; LEDGF integ inh: -1; DDE Tn7 FP inh: 1; mABHD4 FP: -2; TDP2 absorb: 1; UHRF1 MBD2 ctr: -1; PRMT1 FP inh: -1; TCR CD3 inh: -4

Results for Cc1cc(OCCCN2CCN(Cc3ccccc3)CC2)ccc1[N+](=O)[O-] ?
HTRA1 inhibitor: 6; PG9 binder: 1.1; SIAE inh: -2; LEDGF integ inh: 5; DDE Tn7 FP inh: 0; mABHD4 FP: 12; TDP2 absorb: 2; UHRF1 MBD2 ctr: 3; PRMT1 FP inh: 0; TCR CD3 inh: -5

2 compounds picked at random from those above:
Results for Cn1cnc(S(=O)(=O)NCc2ccccc2)c1 ?
HTRA1 inhibitor: 10; PG9 binder: -2.2; SIAE inh: -3; LEDGF integ inh: 4; DDE Tn7 FP inh: -12; mABHD4 FP: -6; TDP2 absorb: -8; UHRF1 MBD2 ctr: -3; PRMT1 FP inh: 0; TCR CD3 inh: 6

How did O=C(CN1CCN(S(=O)(=O)c2ccc(F)cc2)CC1)Nc1ccc(Cl)cn1 do in these assays?
HTRA1 inhibitor: -5; PG9 binder: 0.7; SIAE inh: -4; LEDGF integ inh: -2; DDE Tn7 FP inh: -4; mABHD4 FP: -2; TDP2 absorb: -7; UHRF1 MBD2 ctr: 1; PRMT1 FP inh: 4; TCR CD3 inh: -7

Continued:
What do the screens show for `O=C(c1cccc(Cl)c1)N1CCCC(c2ccc(Cl)cc2)=N1`?
HTRA1 inhibitor: -52; PG9 binder: -0.4; SIAE inh: 6; LEDGF integ inh: 1; DDE Tn7 FP inh: 4; mABHD4 FP: -12; TDP2 absorb: 2; UHRF1 MBD2 ctr: -1; PRMT1 FP inh: -1; TCR CD3 inh: -1

How did O=C(CCCc1ccccc1)N1CCN(c2ccc([N+](=O)[O-])cc2)CC1 do in these assays?
HTRA1 inhibitor: -10; PG9 binder: -1.2; SIAE inh: 1; LEDGF integ inh: 6; DDE Tn7 FP inh: 0; mABHD4 FP: 3; TDP2 absorb: -7; UHRF1 MBD2 ctr: 1; PRMT1 FP inh: 1; TCR CD3 inh: -5

How did Cc1ccc(S(=O)(=O)N2C[C@@H]3[C@H]4CC[C@H](C4)[C@@H]3[C@@H](C)[C@@H]2c2ccn([Si](C(C)C)(C(C)C)C(C)C)c2)cc1 do in these assays?
HTRA1 inhibitor: 4; PG9 binder: -1.9; SIAE inh: 0; LEDGF integ inh: -5; DDE Tn7 FP inh: 3; mABHD4 FP: -8; TDP2 absorb: 5; UHRF1 MBD2 ctr: 1; PRMT1 FP inh: 4; TCR CD3 inh: -7

Results for Cc1cc(C(O)c2ncc(-c3ccccc3C)[nH]2)ccc1F (centres undefined) ?
PG9 binder: 0.9; SIAE inh: 5; LEDGF integ inh: -3; DDE Tn7 FP inh: 0; mABHD4 FP: 9; TDP2 absorb: 4; UHRF1 MBD2 ctr: -2; PRMT1 FP inh: 5; TCR CD3 inh: -1

What do the screens show for `CC(=O)OCC(=O)NCC(=O)c1c[nH]c2ccccc12`?
HTRA1 inhibitor: -1; PG9 binder: -0.3; SIAE inh: 1; LEDGF integ inh: 1; DDE Tn7 FP inh: 7; mABHD4 FP: 2; TDP2 absorb: 10; UHRF1 MBD2 ctr: 0; PRMT1 FP inh: -1; TCR CD3 inh: -3

Results for CN1C=CC=C/C1=C1\SC(=S)N(C2CCCCC2)C1=O ?
HTRA1 inhibitor: 7; PG9 binder: -0.8; SIAE inh: 2; LEDGF integ inh: 0; DDE Tn7 FP inh: 5; mABHD4 FP: 4; TDP2 absorb: 4; UHRF1 MBD2 ctr: -3; PRMT1 FP inh: -3; TCR CD3 inh: 1

Assay outcomes (PubChem BioAssay)
